Furin inhibitor: inhibitors of human furin; hit rate 0.061% among 220,000; purified furin, fluorogenic substrate cleavage; P09958; inhibition, % at 30 µM; in the data active means inhibition above about 25%; further: inactives centre near -15
p47phox inh: blocks human p47phox regulatory protein of NADPH oxidases; P14598; p47phox/p22phox peptide binding, fluorescence polarization, 2 h; inhibition, % at 24.7 µM; hit rate 0.53% among 220,000; AID 1274;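 active means inhibition above about 30%, limit read from the data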;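 further: 0% = p47phox with labelled peptide and 100% = labelled peptide alone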
Target sequence (P14598 whole entry, looked up): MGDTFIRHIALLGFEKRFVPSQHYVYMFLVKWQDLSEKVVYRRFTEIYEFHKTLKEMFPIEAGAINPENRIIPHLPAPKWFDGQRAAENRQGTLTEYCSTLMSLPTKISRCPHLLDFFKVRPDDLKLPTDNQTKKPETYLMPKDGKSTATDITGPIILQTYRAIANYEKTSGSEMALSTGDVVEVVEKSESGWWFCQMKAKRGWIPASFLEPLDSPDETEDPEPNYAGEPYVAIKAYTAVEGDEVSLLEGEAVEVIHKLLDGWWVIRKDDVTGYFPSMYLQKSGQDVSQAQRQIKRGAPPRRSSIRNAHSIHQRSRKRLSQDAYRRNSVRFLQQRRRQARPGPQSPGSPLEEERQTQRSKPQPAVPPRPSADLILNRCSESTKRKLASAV
EP2 antag: blocks the human prostaglandin E2 receptor EP2; inhibition, % at 25 µM; P43116; AID 1422; C6 glioma cells expressing human EP2, cAMP TR-FRET; cells stimulated with saturating PGE2; hit rate 0.52% among 260,000;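 active means percent inhibition above 40 after rounding to a whole number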;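 further: rat C6 glioma host cells with rolipram phosphodiesterase inhibitor present; the protocol text gives 20 µM as final concentration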
Target sequence (P43116 whole entry, looked up): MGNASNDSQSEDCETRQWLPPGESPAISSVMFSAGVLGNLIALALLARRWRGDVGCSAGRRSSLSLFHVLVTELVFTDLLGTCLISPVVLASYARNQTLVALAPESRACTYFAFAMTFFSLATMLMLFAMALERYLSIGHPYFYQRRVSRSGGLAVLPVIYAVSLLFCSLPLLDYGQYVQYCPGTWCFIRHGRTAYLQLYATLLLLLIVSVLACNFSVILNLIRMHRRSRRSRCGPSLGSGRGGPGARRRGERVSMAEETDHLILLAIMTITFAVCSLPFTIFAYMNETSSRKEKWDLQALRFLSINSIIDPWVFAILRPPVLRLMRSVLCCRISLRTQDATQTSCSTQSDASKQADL
Ba/F3 V617F tox: lowers viability of Ba/F3 cells expressing EpoR and JAK2V617F. ATP luminescence. inhibition, % at 5.6 µM. hit rate 1.1% among 220,000. AID 1446;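 active means inhibition above the campaign mean plus 3 SD over all tested compounds, cut at about 24% in these data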;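 further: cytokine-independent growth of Ba/F3 cells driven by EpoR plus mutant JAK2; 0% = DMSO-treated cells and 100% = JAK inhibitor I control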
p97 ATPase inh: human p97 ATPase inhibition | recombinant p97 ATPase, Kinase-Glo ATP luminescence, 3 h | inhibition, % at 8 µM | hit rate 0.42% among 220,000 | AID 1481; in the data active means inhibition above about 15%;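 further: 0% = DMSO vehicle and 100% = wells lacking enzyme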
BaF3 parental: parental Ba/F3 viability inhibition as JAK2V617F counter-screen; CellTiter-Glo ATP luminescence; inhibition, % at 5.6 µM; hit rate 1.1% among 220,000;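 active means inhibition above a per-campaign cutoff, the mean inhibition of all tested compounds plus 3 SD, cut at about 27% in these data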;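 further: 0% = DMSO wells and 100% = JAK Inhibitor I control wells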
PPC-1+TRAIL kill: kills PPC-1 cancer cells in the presence of TRAIL; PPC-1 cells + TRAIL, ATPLite viability luminescence; cell killing (% activity), % at 4 µM; hit rate 0.41% among 220,000;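 active means cell killing above 50% in the first pass at 4 µM, then a duplicate retest at 5 µM averaging 50% or more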;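 further: plate controls were cells with TRAIL plus DMSO for no effect and medium-only wells lacking cells for full effect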
RBBP9 inhibitor: human RBBP9 hydrolase inhibition | O75884 | recombinant RBBP9, FP-Rh probe fluorescence polarization | inhibition, % at 7.94 µM | hit rate 0.2% among 220,000;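 active means inhibition above the campaign mean of all tested compounds plus 3 SD, cut at about 14% in these data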;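 further: plate controls were DMSO wells with RBBP9 for no effect and wells lacking RBBP9 protein for full effect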
Target sequence (O75884 whole entry, looked up): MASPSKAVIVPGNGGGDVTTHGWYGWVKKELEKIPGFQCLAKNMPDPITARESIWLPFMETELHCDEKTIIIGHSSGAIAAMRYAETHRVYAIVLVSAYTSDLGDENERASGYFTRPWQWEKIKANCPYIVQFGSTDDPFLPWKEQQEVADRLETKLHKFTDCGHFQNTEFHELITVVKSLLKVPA
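Test system: recombinant human RBBP9; Timing: 30 min then 45 min, 25 °C; Detection: fluorescence polarization; Control set: RBBP9 with DMSO as uninhibited control, no-protein wells as full inhibition; Compound dosing: one concentration, 7.94 µM nominal, 0.794% DMSO; Probe or stimulus: FP-Rh activity-based probe, 375 nM before mixing.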
TbHK1 inh: blocks Trypanosoma brucei hexokinase 1 activity; recombinant TbHK1, G6PDH-coupled NADH A340; inhibition, % at 10 µM; hit rate 0.11% among 220,000; AID 1430;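 active means inhibition of 50% or more in the single-dose primary screen; inactive means inhibition below 50%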
* marks the source's active call; other numbers are inactive results; . = not tested or not shown; [ ] = another dose, or the depositor's remark. This is a subset (hit frequency here may not be typical).

SMILES	Furin inhibitor	p47phox inh	EP2 antag	Ba/F3 V617F tox	p97 ATPase inh	BaF3 parental	PPC-1+TRAIL kill	RBBP9 inhibitor	TbHK1 inh
O=C(Cn1c(=O)n(CC2CS2)c2ccccc21)N1CCCCCC1 (centres undefined)	-20	-3	1	-3	7	-1	9	-1	0
C(#CCN1CCOCC1)COCC#Cc1ccccc1	-25[20 µM]	-7	2	-3	5	0	23	-2	-2
C=CP(=O)(O)c1ccccc1	-28	-3	8	-2	2	2	9	-5	-2
O=[N+]([O-])c1ccc(N2CCCNCC2)c2ncccc12	-19	1	10	2	5	3	28	0	-15
Cc1cc(C)c(Cn2c(C(=O)O)c(C=O)c3ccccc32)c(C)c1	-5	-60	6	4	1	12	14	3	4
Cc1cccc(CN2CCCC(C(=O)c3ccc(C(F)(F)F)cc3)C2)n1 (centres undefined)	-17	-12	2	1	-7	4	14	-3	-3
CCCCn1c(O)c(/C=C2/C=CC=N2)c(=O)[nH]c1=O	-6	-8	14	-3	3	-2	9	-11	-7
O=[N+]([O-])c1cccc2c([As](=O)(O)O)cccc12	-15	-1	5	2	2	0	19	-8	-18
Cn1c(O)c(/C=N/N2CCOCC2)c(=O)n(-c2ccccc2)c1=S	2	-2	2	-1	-3	-2	14	-2	-64
CN1C(=O)C(=Cc2ccc(OCCN(C)c3ccccn3)cc2)C(=O)N(C)C1=O	-17	-6	5	0	1	3	12	-5	-1
COc1ccccc1N1C(=O)NC(=O)C(CCc2ccncc2)(CCc2ccncc2)C1=O	-8[20 µM]	-3	27	1	-1	4	3	-11	-6
C=CCN(CC=C)C(=O)Nc1ccc(OCC)cc1	-6	-5	2	1	-1	3	10	-2	7
COc1ccc(CN2C(=O)NC(=O)/C(=C\c3ccco3)C2=O)cc1	-25	-27	16	-3	12	4	4	-9	4
O=C1NC(=O)N(Cc2ccco2)C(=O)/C1=C\c1ccc(-c2ccc(F)cc2)o1	-18	-76	29	-2	10	1	6	-12	1
O=C(Cn1cc(C(=O)c2ccccc2F)c2ccccc21)NC1CC1	-16	0	9	2	3	4	18	1	-9
CC(C)CN(C(=O)CN1CC=C(c2ccccc2)CC1)c1c(N)n(CC(C)C)c(=O)[nH]c1=O	-3	-9	8	2	-1	6	11	-11	-11
CCOC(=O)c1c(C)n(CCOC)c2ccc(O)cc12	-9[20 µM]	-2	5	-2	8	6	1	-1	5
CCCCn1c(N)c(C(=O)OCC2CCCO2)c2nc3ccccc3nc21 (centres undefined)	-44	-16	2	4	1	4	17	-11	-18
Cc1cc(C=C2C(=O)N(C)C(=S)N(C)C2=O)c(C)n1C1CCCC1	-10[20 µM]	-60	6	-1	2	6	-14	-6	-8
CCN(CC)C(=O)c1ccc2c(c1)C1C(Cl)C(Sc3ccccc3[N+](=O)[O-])CC1C(C(=O)O)N2 (centres undefined)	-10	46*	3	0	-3	3	12	28*	-3

13 of the compounds above, with bars between the fields.
structure | Furin inhibitor | p47phox inh | EP2 antag | Ba/F3 V617F tox | p97 ATPase inh | BaF3 parental | PPC-1+TRAIL kill | RBBP9 inhibitor | TbHK1 inh
O=[N+]([O-])c1cccc2c([As](=O)(O)O)cccc12 | -15 | -1 | 5 | 2 | 2 | 0 | 19 | -8 | -18
Cn1c(O)c(/C=N/N2CCOCC2)c(=O)n(-c2ccccc2)c1=S | 2 | -2 | 2 | -1 | -3 | -2 | 14 | -2 | -64
CN1C(=O)C(=Cc2ccc(OCCN(C)c3ccccn3)cc2)C(=O)N(C)C1=O | -17 | -6 | 5 | 0 | 1 | 3 | 12 | -5 | -1
COc1ccccc1N1C(=O)NC(=O)C(CCc2ccncc2)(CCc2ccncc2)C1=O | -8[20 µM] | -3 | 27 | 1 | -1 | 4 | 3 | -11 | -6
C=CCN(CC=C)C(=O)Nc1ccc(OCC)cc1 | -6 | -5 | 2 | 1 | -1 | 3 | 10 | -2 | 7
COc1ccc(CN2C(=O)NC(=O)/C(=C\c3ccco3)C2=O)cc1 | -25 | -27 | 16 | -3 | 12 | 4 | 4 | -9 | 4
O=C1NC(=O)N(Cc2ccco2)C(=O)/C1=C\c1ccc(-c2ccc(F)cc2)o1 | -18 | -76 | 29 | -2 | 10 | 1 | 6 | -12 | 1
O=C(Cn1cc(C(=O)c2ccccc2F)c2ccccc21)NC1CC1 | -16 | 0 | 9 | 2 | 3 | 4 | 18 | 1 | -9
CC(C)CN(C(=O)CN1CC=C(c2ccccc2)CC1)c1c(N)n(CC(C)C)c(=O)[nH]c1=O | -3 | -9 | 8 | 2 | -1 | 6 | 11 | -11 | -11
CCOC(=O)c1c(C)n(CCOC)c2ccc(O)cc12 | -9[20 µM] | -2 | 5 | -2 | 8 | 6 | 1 | -1 | 5
CCCCn1c(N)c(C(=O)OCC2CCCO2)c2nc3ccccc3nc21 (centres undefined) | -44 | -16 | 2 | 4 | 1 | 4 | 17 | -11 | -18
Cc1cc(C=C2C(=O)N(C)C(=S)N(C)C2=O)c(C)n1C1CCCC1 | -10[20 µM] | -60 | 6 | -1 | 2 | 6 | -14 | -6 | -8
CCN(CC)C(=O)c1ccc2c(c1)C1C(Cl)C(Sc3ccccc3[N+](=O)[O-])CC1C(C(=O)O)N2 (centres undefined) | -10 | 46* | 3 | 0 | -3 | 3 | 12 | 28* | -3

Next records follow.
SMILES	Furin inhibitor	p47phox inh	EP2 antag	Ba/F3 V617F tox	p97 ATPase inh	BaF3 parental	PPC-1+TRAIL kill	RBBP9 inhibitor	TbHK1 inh
Cc1c(C(=O)c2ccccc2)c2ccccc2n1C	-20	-6	1	-2	1	-1	14	-3	-26
O=C(NCC(c1cccnc1)N1CCOCC1)Oc1ccccc1 (centres undefined)	-16[20 µM]	-10	7	0	2	0	-7	-3	-14
O=C(Cn1c2c(c(-c3ccccc3Cl)cc1=O)CCC2)N1CCC2(CC1)OCCO2	-14[20 µM]	0	8	-3	4	0	32	5	-9
C=CCn1c(O)c(C(C)=NCc2cccnc2)c(=O)[nH]c1=O	-23[20 µM]	-11	9	-3	6	5	11	-5	6
CCCNC(=O)c1c(N)n(Cc2ccco2)c2nc3ccccc3nc12	-13[20 µM]	-19	8	2	-5	-1	0	-4	-14
Cc1ccc(CS(=O)(=O)CCC(=O)N2CCC3(CC2)OCCO3)cc1	-17[20 µM]	-13	20	1	-8	3	5	-5	2
c1ccc2cc(C3N4CCCN34)ccc2c1 (centres undefined)	-28	4	8	-4	3	4	17	-7	1
Cc1ccc(C2=CCNCC2)cc1	-25	2	1	0	5	6	14	0	3
O=C(Cc1ccccc1)N1CCN(C2CCCCCC2)CC1	-13	-9	5	-1	1	3	2	9	-5
CCOc1c(P(=S)(N(C)C)N(C)C)c(C)nn1-c1ccccc1	-33[20 µM]	0	2	1	-2	4	-2	-4	-1
Cc1ccc(Cl)cc1-n1c(O)c(C=NCCCN2CCOCC2)c(=O)[nH]c1=O	-2	-7	15	4	4	2	5	-6	-3
CNC(=O)O/N=C/c1nn(C(=O)C(C)(C)C)cc1Br	-26	-11	10	-6	8	0	16	8	-12
O=c1c2ccccc2[nH]c(=S)n1-c1ccc2c(c1)OCCO2	-17	-10	6	-2	1	0	11	-13	-2
O=C(CNC(=O)OCc1ccccc1)NCC(=O)Nc1ccc(Br)cc1C(=O)c1ccccc1	-8	-10	6	-3	3	2	11	-2	28
Cc1cc(OCc2cc(C(=O)O)oc2C)c2c3c(c(=O)oc2c1)CCCC3	-6[20 µM]	4	9	-2	5	-1	-7	1	-9
CC/C(=N\N1CCCCCC1)c1c(O)n(-c2ccc(C)cc2)c(=O)[nH]c1=O	-5	-2	8	3	-6	4	14	-9	1
O=C1CCN(C(=O)CNC(=O)Cc2ccccc2)CC1	-24	-5	7	0	8	1	14	1	5
Cc1cc(C=C2C(=O)N(C)C(=S)N(C)C2=O)c(C)n1-c1cccnc1	-19	-61	27	-1	3	7	-4	-5	-16
COc1cccc(-n2nc(C(=O)N3CCC4(CC3)OCCO4)c3ccccc3c2=O)c1	-18	-6	19	3	-2	4	41	-8	-9
Oc1cc2c(cc1CN1CCN(c3ccccc3)CC1)CCC2	-33	-17	10	-3	3	-1	.	-5	13
CC1(C)CC(N(CCc2ccccc2)Cc2ccccc2)CCO1 (centres undefined)	-9	1	10	2	-8	4	-9	1	-4
COCCCn1c(N)c(C(=O)Nc2ccccc2)c2nc3ccccc3nc21	-19	-25	9	-1	-3	1	-5	-3	-19
O=C(c1ccccc1)c1ccccc1N=Cc1c(O)[nH]c(=O)[nH]c1=O	-22	-3	1	-1	1	2	-12	-8	-5
O=C(CN1CCCC1=O)NCCc1ccccc1	-9	3	8	-1	1	4	15	-9	2
CN(C/N=C(\N)N[N+](=O)[O-])S(=O)(=O)c1ccccc1	-16	-6	3	0	7	11	2	-6	8
COc1ccc(N=C(C)c2c(O)n(C3CCCCC3)c(=O)[nH]c2=O)c(OC)c1	-18	-33	7	-1	0	1	5	7	-7
CC(=O)[C@@]1(O)CC[C@H]2[C@@H]3CC=C4C[C@@H](O)CC[C@]4(C)[C@H]3CC[C@@]21C	-11	-8	14	3	1	10	-12	-4	-11
CN1CCC(N(C)c2nc(-c3ccc([N+](=O)[O-])cc3)nc3ccccc23)CC1	-1[20 µM]	-18	.	4	-4	21	27	-2	-26
CC(=NCCN1CCOCC1)c1c(O)n(Cc2ccccc2)c(=O)[nH]c1=O	-14[20 µM]	-4	2	-4	5	-3	2	-7	-2
O=C(c1ccccc1)C1CCCN(Cc2nc(-c3cnccn3)no2)C1 (centres undefined)	-13	-4	6	-1	3	0	-18	-6	-3
CCC(=NCCCn1ccnc1)c1c(O)n(Cc2ccccc2)c(=O)[nH]c1=O	-7[20 µM]	-4	4	-4	-1	2	8	-5	-3
COc1ccc(/C=C/C2=CCN(C)CC2)cc1	-19	-5	9	-4	7	1	14	-7	-1
COc1cc2c(cc1OC)CN(c1ccc([N+](=O)[O-])c(C(F)(F)F)c1)CC2	-17	3	1	2	-2	8	8	-24	-11
O=C(COC(=O)Cc1ccccc1)Nc1ccc(F)cc1	-12	3	8	7	-2	10	-2	-1	10
CC(C)C(=O)Nc1ccc(N2CCN(C)CC2)c(F)c1	-11	2	0	6	-2	7	19	-1	7
C=CCN1C(=O)NC(=O)/C(=C\c2ccc(-c3ccccc3[N+](=O)[O-])o2)C1=O	-6	-5	30	1	4	4	2	-8	-16
CCc1ccc(NP(=O)(Oc2ccccc2F)Oc2ccccc2F)cc1	-14	0	2	0	0	-1	10	0	5
Cc1nc2cc(C(=O)N3CCC4(CC3)OCCO4)ccc2n1-c1ccc(Br)cc1	-20	-8	14	-1	-3	2	8	-4	-12
C[N+]1(CC2COC(c3ccco3)O2)CCCCC1 (centres undefined)	-31	4	7	-3	2	2	13	-6	-7
CC(C)n1c(O)c(C=NCc2ccccc2)c(=O)[nH]c1=S	-6	-5	8	-6	6	1	-1	-3	-82
CCC12CN3CC(CC)(CN(C1)C3c1cccnc1)C2=O (centres undefined)	-2[20 µM]	-12	7	2	-3	-1	-18	-2	4
O=C1NC(=O)N(Cc2ccccc2)C(=O)/C1=C\N1CCCc2ccccc21	-5	-7	10	-2	6	5	24	-5	13
O=C(c1cccnc1)C1CCCN(Cc2nc(-c3cnccn3)no2)C1 (centres undefined)	-7	9	9	4	-6	-1	13	-9	-2

Compound activity: PubChem, several laboratories
